Screens deposited in PubChem by National Center for Advancing Translational Sciences (NCATS).
HEK293 cAMP ctrl: qHTS Assay for Agonists of the Thyroid Stimulating Hormone Receptor: Activators of Intracellular cAMP Concentrations in Parental HEK 293; parental HEK293 CNG cAMP sensor, membrane potential fluorescence; Potency, µM (series often up to 57.1 µM), for the others: at the highest dose activation, hits mostly activators; 73,000 tested, 2.5% active; further: potency means the concentration at half of the fitted maximal effect; % of control where 0% means no effect; nearly all actives have a fitted effect of over 55% in size
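Parental HEK 293 cells stably expressing a modified CNG channel (no TSHR) report cAMP rise as membrane depolarization. Membrane potential dye with 100 uM RO 20-1724 was loaded for 60 min at room temperature, then compound added for 30 min; fluorescence read at 590 nm.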
Tau filament bind: qHTS Assay for Tau Filament Binding. recombinant tau filaments, thioflavin S fluorescence, 15 h; filaments grown with octadecylsulfate alongside compound. 71,000 tested, 2% active. Microtubule-associated protein tau (Homo sapiens), P10636. Potency, µM (titrated, usually from 57.1 µM), for the others: top-dose activity change, negative = inhibition;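 further: potency means the concentration at half of the fitted maximal effect; on the % scale 0 is the no-effect control and ±100 the full control effect; actives lower thioflavin S fluorescence by blocking filaments or displacing dye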
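Tau 2 uM in ThS buffer dispensed; compound added; 60 uM ODS added (finals 1 uM tau, 30 uM ODS); 15 h 37 C; fluor ex450/em510.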
Luciferase inh: qHTS Assay for Inhibitors of Firefly Luciferase. Potency, µM (top dose mostly 57.1 µM), for inactives: at the top dose activity change, negative = inhibition, actives largely listed as inhibitors. AID 411, 2009. 72,000 tested, 2.2% active. purified firefly luciferase, luminescence, 8 min. Luciferin 4-monooxygenase (Photinus pyralis), P08659; further: potency means the concentration at half of the fitted maximal effect; on the % scale 0 is the no-effect control and ±100 the full control effect; nearly all actives have a fitted effect of over 40% in size
Target sequence (P08659 whole entry, looked up): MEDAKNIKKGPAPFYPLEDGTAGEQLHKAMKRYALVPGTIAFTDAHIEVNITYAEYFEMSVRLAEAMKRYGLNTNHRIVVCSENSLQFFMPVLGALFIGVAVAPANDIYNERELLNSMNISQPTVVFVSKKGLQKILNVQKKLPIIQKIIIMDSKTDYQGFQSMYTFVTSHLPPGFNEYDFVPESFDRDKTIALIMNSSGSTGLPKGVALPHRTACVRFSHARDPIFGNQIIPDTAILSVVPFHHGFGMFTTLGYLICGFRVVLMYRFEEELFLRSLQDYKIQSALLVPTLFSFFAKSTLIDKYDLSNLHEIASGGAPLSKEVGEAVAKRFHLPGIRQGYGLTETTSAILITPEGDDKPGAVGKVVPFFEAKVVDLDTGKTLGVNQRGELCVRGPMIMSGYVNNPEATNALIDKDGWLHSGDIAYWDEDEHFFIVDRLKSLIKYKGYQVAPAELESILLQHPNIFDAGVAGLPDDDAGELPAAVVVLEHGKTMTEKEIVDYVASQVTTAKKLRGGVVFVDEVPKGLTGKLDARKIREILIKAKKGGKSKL
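Here, luciferase activity is measured as luminescence following an 8 min room-temperature reaction at 10 uM ATP, pH 7.2. Every library sample is titrated.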
Texas Red fluor: qHTS Assay for Spectroscopic Profiling in Texas Red Spectral Region. 59,000 tested, 0.06% active. AID 587, 2007. max dye-equivalent concentration, M. Compound fluorescence, Texas Red channel, 547/618 nm; stronger effect = higher value; in the data active means max dye-equivalent concentration above about 10 nM; inconclusive means between about 1.1 nM and that limit
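Fluorescence at ex 547/em 618 nm, normalized against an on-plate Texas Red standard series to give dye-equivalent concentration per compound concentration. Buffer 100 mM Tris, pH 8.0; 15 min RT incubation before CCD imaging.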
Casp1 inh: qHTS Assay for Allosteric/Competitive Inhibitors of Caspase-1; P29466; Caspase-1 enzyme, Ac-WEHD-AFC fluorogenic rate; Potency, µM (titrated, usually from 57.5 µM), for inactives: at the highest dose activity change, negative = inhibition, hits mostly inhibitors; 75,000 tested, 0.03% active;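 further: potency means the concentration at half of the fitted maximal effect; plate controls were vehicle for no effect and no substrate for full effect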
Fluorescein fluor: qHTS Assay for Spectroscopic Profiling in Fluorescein Spectral Region. Compound autofluorescence, 480/540 nm, fluorescein-equivalent; stronger effect = higher value. max fluorescein-equivalent concentration, M. 59,000 tested, 0.91% active; in the data active means max fluorescein-equivalent concentration above about 10 nM; inconclusive means between about 1.1 nM and that limit
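First, buffer (100 mM Tris, pH 8.0) dispensed; second, compounds and fluorescein standards pinned in; third, 15 min room-temperature incubation; finally, imaging at ex 480 nm/em 540 nm. Fluorescence normalized against the six-point fluorescein curve.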
ERK AVP inh: qHTS Assay for Inhibitors of the ERK Signaling Pathway using a Homogeneous Screening Assay | HEK293-V1b, vasopressin-stimulated pERK AlphaScreen | Potency, µM (series often up to 57.5 µM), for the others: at the top dose activity, negative = inhibition, hits mostly inhibitors | 72,000 tested, 0.99% active | AID 995, 2007; further: potency means the concentration at half of the fitted maximal effect; on the % scale 0 is the no-effect control and ±100 the full control effect; nearly all actives have a fitted effect of over 55% in size
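V1b-HEK293 cells; cpd 30 min 37C; 25 nM vasopressin 5 min; lyse 10 min; AlphaScreen beads 5 hr RT. Normalized to DMSO basal and 25 nM vasopressin; AC50 by Hill fit.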
A350 autofl: qHTS Assay for Spectroscopic Profiling in A350 Spectral Region. AID 590, 2007. Compound autofluorescence, 340/450 nm, Alexa 350 dye-equivalents; stronger effect = higher value. max dye-equivalent concentration, M. 59,000 tested, 11% active; in the data active means max dye-equivalent concentration above about 10 nM; inconclusive means mostly about 1.1 nM to 9.6 nM
Rhodamine fluor: qHTS Assay for Spectroscopic Profiling in Rhodamine Spectral Region; Rhodamine-region fluorescence, 547/598 nm, Tris buffer; stronger effect = higher value; max dye-equivalent concentration, M; 59,000 tested, 0.05% active; AID 594, 2007; in the data active means max dye-equivalent concentration above about 11 nM; inconclusive means between about 1.1 nM and that limit
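A six-point rhodamine series on each plate calibrates the signal. Compounds sit in 100 mM Tris (pH 8.0) for 15 min at ambient temperature before imaging through 547 nm/598 nm filters.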
4MU fluor: qHTS Assay for Spectroscopic Profiling in 4-MU Spectral Region; max dye-equivalent concentration, M; AID 589, 2007; 59,000 tested, 11% active; compound autofluorescence, 340/450 nm, 4-MU equivalents; stronger effect = higher value; in the data active means max dye-equivalent concentration above about 10 nM; inconclusive means mostly about 1.1 nM to 9.6 nM
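Compounds in 100 mM Tris, pH 8.0, incubated 15 min at room temperature, then fluorescence read at 340 nm excitation/450 nm emission. Signal converted to 4-MU dye-equivalent concentration using an on-plate six-point 4-MU standard curve.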
Caspase-7 inhib: qHTS Assay for Allosteric/Competitive Inhibitors of Caspase-7; P55210; recombinant caspase-7, Ac-DEVD-AFC fluorescence rate; 75,000 tested, 0.02% active; Potency, µM (series often up to 57.5 µM), for the others: top-dose activity change, negative = inhibition, most hits filed as inhibitors; AID 889, 2007; active means well fitted inhibition curve with a large enough effect in the main read-out, with a control signal flat, not every such curve was filed as active; inconclusive means small, poorly fitted or top-dose-only effect, or a change in a side signal; further: potency means the concentration at half of the fitted maximal effect; % of control where 0% means no effect
Target sequence (P55210 24-198 limits assumed): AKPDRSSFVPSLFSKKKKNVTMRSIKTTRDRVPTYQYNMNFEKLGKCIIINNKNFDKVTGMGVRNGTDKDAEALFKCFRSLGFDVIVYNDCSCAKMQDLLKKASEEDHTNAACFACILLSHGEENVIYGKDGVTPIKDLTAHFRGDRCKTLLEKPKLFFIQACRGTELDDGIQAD
Target sequence (P55210 207-303 limits assumed): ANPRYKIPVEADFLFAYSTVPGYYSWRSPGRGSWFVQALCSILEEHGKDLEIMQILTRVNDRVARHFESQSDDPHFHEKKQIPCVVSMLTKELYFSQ
An asterisk follows results filed as active; i = inactive; ? = inconclusive; . = no result given; & = joins results of further samples; [ ] = another dose, or the depositor's remark. Unless noted, the call rests on the fitted dose curve; in most records, active means well fitted curve in the direction sought with a large enough effect; inconclusive means small, poorly fitted or top-dose-only effect, or another doubt; inactive means no such curve, though single readings can be large; an effect the other way counts as inactive or inconclusive. An excerpt; the hit share may differ from the screen's.

SMILES	HEK293 cAMP ctrl	Tau filament bind	Luciferase inh	Texas Red fluor	Casp1 inh	Fluorescein fluor	ERK AVP inh	A350 autofl	Rhodamine fluor	4MU fluor	Caspase-7 inhib
C=CCn1c(SCc2nc(N)nc(N(C)C)n2)nnc1-c1cccnc1	4%	8%	0%	i	1%	i	-22%	i	i	i	1%
COCc1[nH]nc2c1C(c1ccc(OC)cc1)C(C#N)=C(N)O2 (stereo not given)	.	.	-1%[25.5 µM]	i	.	i	.	i	i	i	.
CCCOc1ccc2ccccc2c1/C=N/n1c(C)nnc1-n1nc(C)cc1C	4µM*	-2%[11.4 µM]	0%	.	-4%	.	-14%	.	.	.	-5%
COc1cccc(N(C(=O)c2cccs2)c2nc3ccccc3s2)c1	13µM*	214%	-10%	i	-1%	?	-6%	3.8e-08M*	i	2.2e-08M*	-1%
Cc1cc(=O)[nH]c(N2CCN(C(c3ccccc3)c3ccccc3)CC2)n1	-10%	9%	-3%	i	0%	i	-28%	i	i	i	-2%
Nc1nc(N2CCCCC2)nc(N(c2ccccc2)c2ccccc2)n1	0%	166%	1%	.	-5%	.	.	.	.	.	-3%
C=CCOc1nc2c(c(=O)n(C)c(=O)n2C)n1Cc1c(Cl)cccc1Cl	.	.	1%[25.5 µM]	i	.	?	.	i	i	i	.
COc1ccccc1-c1cc(C(=O)NCCCn2ccnc2)no1	3%	3%	-9%	?	4%	i	12%	i	i	i	1%
COc1cc(S(=O)(=O)N2CCN(C)CC2)c(OC)cc1Br	.	.	-1%[25.5 µM]	i	.	i	.	i	i	i	.
CCOc1ccccc1NC(=O)C1CCN(S(=O)(=O)c2cccc3cccnc23)CC1	?	-15%	1%	.	-2%	.	-8%	.	.	.	-2%
CC(=O)NC(NC(C)=O)c1ccc(N(C)C)cc1	-2%	-8%	0%	.	0%	.	-13%	.	.	.	-1%
Cc1noc(C)c1C(=O)Nc1sc2c(c1C(N)=O)CCC2	-4%	24%	0%	i	-3%	?	-20%	1.6e-07M*	i	1.9e-07M*	-2%
Cc1c(C(=O)OCCN2CCCCC2)oc2ccccc12	27%	4%	?	i	-1%	i	-1%	i	i	i	0%
Cc1nn(-c2ccccc2)c(Cl)c1C1C(C#N)=C(N)Oc2n[nH]c(C)c21 (stereo not given)	-2%	-8%	-1%	i	0%	i	-10%	i	i	i	-1%
COC(=O)CNC(=O)C(Cc1c[nH]c2ccccc12)NC(=O)OC(C)(C)C (stereo not given)	-20%	2%	-7%	?	1%	i	-9%	i	i	i	-4%
COc1cc(C2Nc3cccc4cccc(c34)N2)cc(OC)c1O	-2%	4µM*	-13%	i	-5%	?	1%	?	i	i	-18%
O=C(CSc1nnc(-c2ccc(O)cc2)n1Cc1ccco1)c1cccs1	27%	-5%	-1%	i	1%	?	?	?	i	i	-4%
Cc1ccc(SCCCn2cncn2)cc1	11%	2%	1%	i	1%	?	-6%	i	i	i	-1%
CCn1c(SCC(=O)Nc2ccc3c(c2)OCCO3)nnc1-c1ccco1	14%	-14%	?	?	1%	i	-13%	?	i	i	-1%
COc1ccc(N2CCN(C(c3cc4ccc(C)cc4[nH]c3=O)c3nnnn3C3CCCC3)CC2)cc1 (stereo not given)	-15%	-16%	-34%	?	-3%	?	-2%	i	i	i	-4%
CCn1cc(C(=O)NC2CCCCCC2)c(=O)c2cc(S(=O)(=O)N3CCCCC3)ccc21	4%	13%	1%	.	-1%	.	-10%	.	.	.	-1%
COc1ccc(CCNC(=O)c2ccc(=O)[nH]n2)cc1OC	.	.	1%[25.5 µM]	?	.	i	.	i	i	i	.
CCOc1ccc(C(=O)c2cccs2)cc1	?	-7%	-15%	i	0%	i	8%	i	i	i	5%
CC1CCCC(C)N1C(=O)COc1ccc(-c2nnco2)cc1 (stereo not given)	3%	-5%	1%	i	1%	i	8%	i	i	i	2%
COc1ccc(CN2CCN(c3ccccn3)CC2)cc1OCc1ccccc1	?	-3%	0%	i	1%	i	?	?	i	?	-1%

Next part (four carried over from the part before).
SMILES	HEK293 cAMP ctrl	Tau filament bind	Luciferase inh	Texas Red fluor	Casp1 inh	Fluorescein fluor	ERK AVP inh	A350 autofl	Rhodamine fluor	4MU fluor	Caspase-7 inhib
COc1ccc(CCNC(=O)c2ccc(=O)[nH]n2)cc1OC	.	.	1%[25.5 µM]	?	.	i	.	i	i	i	.
CCOc1ccc(C(=O)c2cccs2)cc1	?	-7%	-15%	i	0%	i	8%	i	i	i	5%
CC1CCCC(C)N1C(=O)COc1ccc(-c2nnco2)cc1 (stereo not given)	3%	-5%	1%	i	1%	i	8%	i	i	i	2%
COc1ccc(CN2CCN(c3ccccn3)CC2)cc1OCc1ccccc1	?	-3%	0%	i	1%	i	?	?	i	?	-1%
CC(C)(C)n1nnnc1C(c1cccs1)N1CCN(Cc2ccccc2)CC1 (stereo not given)	?	3%	1%	?	0%	i	18%	?	i	i	-1%
COC(=O)[C@@]1(Cc2ccccc2)[C@H]2c3cc(C(=O)N(C)C)n(CCF)c3C[C@H]2CN1C(=O)c1ccccc1	25µM*	18%	.	.	-4%	.	23%	.	.	.	-4%
O=C(c1ccc2c(c1)OCCO2)N1CCCCC1	-9%&16%	6%&3%	0%&-1%	i	-1%	i	15%	i	i	i	1%
Nc1nonc1-c1noc(-c2ccc(Br)o2)n1	19%	-1%	0%	i	1%	i	-14%	i	i	i	-1%
Cc1cc(C(F)(F)F)nc(SCC(=O)NC2=NC(=O)C(C)S2)n1 (stereo not given)	5%	.	-2%	?	2%	?	10%	i	i	i	1%
COc1ccccc1CNc1ncncc1-c1ccccc1Cl	?	4%	2%[2.29 µM]	i	0%	?	-16%	i	i	i	-4%
Cc1cc(C)cc(NC(=O)c2cc(S(=O)(=O)NCc3ccco3)ccc2F)c1	14%	8%	4%	i	-1%	i	-9%	i	i	i	-5%
Cc1ccc2[nH]c(=O)c(CN(CCc3ccccc3)C(=O)N3CCOCC3)cc2c1	13%	4%	1%	?	4%	?	-9%	?	i	?	-1%
COc1cccc2sc(N(C)c3ccccc3)nc12	11%	4%	7.9µM*	i	-1%	?	-29%	i	i	i	-3%
CC(=O)Nc1ccc(NS(=O)(=O)c2ccc(Cl)c(C(=O)O)c2)cc1	-3%	-1%	1%	i	-2%	i	-14%	i	i	i	1%
COc1ccc(OC)c(-n2cnc3cc(C(=O)O)ccc32)c1	?	3%	0%	?	2%	?	17%	i	i	i	-13%
Clc1ccc(Cl)c(-c2nn3c(COc4ccccc4)nnc3s2)c1	?	-13%	0%	i	0%	i	-2%	i	i	i	-1%
Cc1ccccc1Cc1c(C)nc2c(C(=O)NCc3ccco3)cnn2c1C	20%	202%	2%	?	-4%	i	?	1.5e-08M*	i	1.2e-08M*	-5%
O=C(O)c1cccc(-n2nnnc2SCc2ccccn2)c1	2%	-11%	0%	i	-9%	i	-15%	i	i	i	5%
O=C(NC1CCCCCC1)C1CCN(S(=O)(=O)c2ccccc2)CC1	2%	12%	1%	i	0%	i	-13%	i	i	i	0%
CCOc1ccc(NCc2nnc(SCC(=O)Nc3cc(C)on3)n2-c2ccc(OC)cc2)cc1	0%	16µM*	0%	i	-5%	i	17%	i	i	i	-2%
Cc1cccc(CNc2cc(-c3cccc(C#N)c3)ncn2)c1	?	10%	3%[2.29 µM]	i	-3%	?	?	i	i	i	0%

Single records (already shown). Order of values: HEK293 cAMP ctrl	Tau filament bind	Luciferase inh	Texas Red fluor	Casp1 inh	Fluorescein fluor	ERK AVP inh	A350 autofl	Rhodamine fluor	4MU fluor	Caspase-7 inhib
`Nc1nonc1-c1noc(-c2ccc(Br)o2)n1` is listed with 19%	-1%	0%	i	1%	i	-14%	i	i	i	-1%
`Cc1cc(C)cc(NC(=O)c2cc(S(=O)(=O)NCc3ccco3)ccc2F)c1` is listed with 14%	8%	4%	i	-1%	i	-9%	i	i	i	-5%
